# Source: PubChem BioAssay (several laboratories)
# Kir21 inh: inhibitors of mouse Kir2.1 inward-rectifier potassium channel; HEK293-Kir2.1, FluxOR thallium flux fluorescence; active compounds read low; AID 1672, 2009; B-score at 10 µM; actives 0.85% (n = 310,000);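 active means fluorescence ratio B-score at or below minus 3 SD of library scores, with starting-brightness B-score within 2 SD, cut at about -4.2 in these data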;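 further: channel flux triggered by added potassium and thallium sulfate stimulus; B-score of peak minus minimum fluorescence over baseline after thallium stimulus; more negative B-score means stronger Kir2.1 block with less thallium influx; some compounds called inactive have numbers as strong as hits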
# Target sequence (P35561 whole entry, looked up): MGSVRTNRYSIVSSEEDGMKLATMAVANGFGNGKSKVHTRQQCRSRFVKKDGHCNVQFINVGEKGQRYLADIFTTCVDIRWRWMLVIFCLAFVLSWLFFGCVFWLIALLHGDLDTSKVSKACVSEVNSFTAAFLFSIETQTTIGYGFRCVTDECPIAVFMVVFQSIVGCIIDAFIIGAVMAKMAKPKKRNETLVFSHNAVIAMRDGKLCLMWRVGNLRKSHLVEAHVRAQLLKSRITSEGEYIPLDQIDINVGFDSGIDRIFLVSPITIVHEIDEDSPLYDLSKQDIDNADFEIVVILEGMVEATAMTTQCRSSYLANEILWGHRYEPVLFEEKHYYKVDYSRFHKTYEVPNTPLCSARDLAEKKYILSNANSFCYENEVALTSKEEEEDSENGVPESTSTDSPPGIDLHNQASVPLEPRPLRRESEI
# STK33 kinase inh: inhibitors of purified STK33 kinase, primary screen, biochemical, ADP-Glo luminescence, homogeneous, cell-free. Serine/threonine-protein kinase 33 (Homo sapiens), Q9BYT3. MBP phosphorylation. inhibition, % at 10 µM. actives 0.073% (n = 320,000). AID 2661, 2010;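 active means inhibition at or above 25%, using the most active replicate where run in duplicate; inactive means inhibition below 25%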
# Target sequence (Q9BYT3 whole entry, looked up): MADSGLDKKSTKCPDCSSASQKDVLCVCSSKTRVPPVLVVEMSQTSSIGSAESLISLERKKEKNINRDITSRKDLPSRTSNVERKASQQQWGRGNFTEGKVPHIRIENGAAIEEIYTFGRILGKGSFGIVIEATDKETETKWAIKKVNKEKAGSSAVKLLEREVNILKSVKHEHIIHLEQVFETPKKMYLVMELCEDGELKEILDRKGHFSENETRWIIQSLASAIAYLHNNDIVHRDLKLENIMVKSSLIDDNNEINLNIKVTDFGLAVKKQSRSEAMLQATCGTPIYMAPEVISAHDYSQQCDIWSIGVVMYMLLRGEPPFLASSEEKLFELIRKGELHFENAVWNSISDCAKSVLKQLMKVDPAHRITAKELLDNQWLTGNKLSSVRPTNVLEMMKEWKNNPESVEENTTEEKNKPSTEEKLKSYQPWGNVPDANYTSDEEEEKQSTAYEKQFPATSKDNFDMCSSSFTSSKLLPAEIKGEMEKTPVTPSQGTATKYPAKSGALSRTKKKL
# The depositor's hits bear a star; . = no result given.
SMILES,Kir21 inh,STK33 kinase inh
COC(=O)C(NS(=O)(=O)c1ccc(C)cc1)c1ccccc1 (stereo not given),-1.7,0.8
CCN(CC)C(=S)SCC(=O)c1ccccc1,-1,0.5
O=C(CSCc1ccc(Cl)cc1)Nc1cccc(C(=O)Nc2ccccc2C(=O)O)c1,3.4,1.6
CC(C)c1ccc(/C=C/C(=O)N2CCOCC2)cc1,-1.2,-0.9
COc1ccc(NC2CC(=O)N(C(C)C)C2=O)cc1 (stereo not given),1.5,0.8
CC(C(=O)Nc1sc2c(c1C#N)CCCCC2)N1C(=O)c2ccccc2C1=O (stereo not given),0.24,.
CCC(C)n1c(SCC(=O)NCc2ccco2)nnc1-c1cccc(S(=O)(=O)N2CCOCC2)c1 (stereo not given),0.07,.
O=C1CCc2cc(S(=O)(=O)NCCC(=O)NC3CCCCC3)ccc2N1,1.7,-1.2
COc1ccc(OC)c(NC(=O)c2nnn(CCc3ccccc3)c2N)c1,1,-0.9
O=[N+]([O-])c1ccc(NCc2ccccc2)nc1,-0.47,4.3
Fc1ccccc1CN1CCCN(C(=S)Nc2cccc(Cl)c2)C1,-0.01,-0.1
CC(C)(C)OC(=O)COc1ccc(/C=N/NC(=O)CN2CCCCC2)cc1,-0.02,.
FC(F)Oc1ccc(NC(=S)N2CCN(Cc3ccccc3)CC2)cc1,-0.26,1.3
CCc1cc2c(=O)n3c(nc2s1)-c1[nH]c2ccc(OC)cc2c1CC3,-1.9,-2.6
COc1ccccc1N(CC(O)CN(c1ccccc1)S(C)(=O)=O)S(=O)(=O)c1ccccc1 (stereo not given),0.06,1.1
COc1cc(C(C)=O)ccc1Oc1ncnc2c1cnn2-c1cccc(Cl)c1,-0.42,0.3
CCOc1ccccc1NC(=O)c1cc(S(=O)(=O)NCc2ccco2)ccc1F,1.2,0.3
COc1ccc(NC(=S)NCCc2ccccc2)c(OC)c1,-1.2,1.2
C=C(C)C1CC=C(C)/C(=N/NC(=O)COc2ccc(Cl)cc2)C1 (stereo not given),-1.7,-1.1
COC(=O)c1cc(C#N)c(OC(C)C)nc1C,0.51,-1.0
CCOC(=O)C1=C(C)N(CCCCCC(=O)O)C(=O)NC1c1ccccc1Cl (stereo not given),0.47,-1.5
COc1cccc(N2CCN(C(=O)c3cccc(N4C(=O)NC5CC4(C)Oc4c(OC)cccc45)c3)CC2)c1 (stereo not given),0.05,-2.2
Cc1csc(NC(=O)CCCC(=O)O)c1-c1nc2ccccc2s1,-0.32,1.7
CCC1CCCCN1C(=O)CSc1nnc(N)s1 (stereo not given),.,-0.7
Cc1cccc(OCCOC(=O)c2c(-c3ccccc3)noc2C)c1,2.1,-0.8
COCCNC(=O)c1ccc2c(c1)ncn2-c1cccc(C)c1,0.44,0.0
Cc1ccccc1NC(=O)C(=O)Nc1ccccc1C,-0.66,-1.2
CC(OC(=O)c1ccc(Cl)c(S(=O)(=O)N2CCOCC2)c1)C(=O)Nc1ccc(S(N)(=O)=O)cc1 (stereo not given),0.56,-1.3
Cc1ccccc1-n1c(Cn2c(=O)sc3ccccc32)nnc1SCC(=O)N1CCOCC1,.,1.8
Cc1ccc(S(=O)(=O)N2CCOC23CCN(S(=O)(=O)c2c(C)cc(C)cc2C)CC3)cc1,0.15,0.3
O=C(CN(C(=O)CNS(=O)(=O)c1ccccc1)c1ccc2c(c1)OCCO2)NC1CCCCC1,-0.14,-0.3
O=C(NCc1ccco1)/C(=C\c1cccnc1)NC(=O)c1ccccc1F,1.1,-0.1
CN(C)c1cc[n+](CCC(=O)Nc2cccc([N+](=O)[O-])c2N)cc1,0.5,-1.5
S=C(NCCN1CCOCC1)NC1CCCC1,1.4,0.8
Cc1ccc(C)c(N2CN(CCC3=CCCCC3)CNC2=S)c1,0.31,-0.4
COc1ccc(CCNCc2c(-c3ccccc3)n(C)c3ccccc23)cc1,-11*,-0.3
Cc1ccc(SCc2[nH]nc3c2C(c2ccc(C)o2)C(C#N)=C(N)O3)cc1 (stereo not given),0.97,4.7
Cc1noc(C)c1S(=O)(=O)N(CC(=O)NCc1ccc(Cl)cc1)c1ccc2c(c1)OCO2,-0.02,0.1
O=C(c1c(Cl)cccc1Cl)N1CCN(c2ncccn2)CC1,0.1,-0.8
CCC(C)c1ccc(NC(=O)N2CCOCC2)cc1 (stereo not given),0.07,.
Cc1ccccc1C(=O)NNC(=O)CCc1ccccc1,-0.08,-3.2
Cc1c(C(=O)NCc2cccnc2)sc2nc(-c3ccccc3)cn12,-0.03,-0.6
COC(=O)c1c(NC(=O)COC(=O)CCc2ccc(S(=O)(=O)N3CCOCC3)cc2)sc2c1CCC2,0.43,-0.3
COc1ccc(C(=O)N2CCNC(=O)C2CC(=O)Nc2ccc(C)c(C)c2)cc1 (stereo not given),0.05,-0.1
C=C1CCC[C@]2(C)C[C@H]3OC(=O)C(CN[C@@H](C)c4ccccc4)[C@H]3CC12 (stereo not given in full),0.46,-0.2
CC(C)n1cnc2c(NCc3ccccc3)nc(NCc3ccccc3)nc21,0.54,-0.6
Cc1sc2nc(C3CC3)nc(N3CCN(C(=O)c4ccc(Cl)cc4)CC3)c2c1C,-0.29,-0.8
O=C(COc1ccc(S(=O)(=O)N2CCCC2)cc1Cl)NCc1ccccn1,0.5,-4.6
CC(C)CC(=O)NC(c1ccccc1)c1c(O)ccc2ccccc12 (stereo not given),0.01,0.5
COc1ccc(S(=O)(=O)N2CCOCC2)c(C)c1C,-1.6,-1.4
CCN1C(=O)CC(N2CCC(Cc3ccccc3)CC2)C1=O (stereo not given),-0.21,0.4
Cc1ccccc1OCCC(=O)OCC(=O)NC1CCCC1,0.08,-2.5
CCOC(=O)N1CCN(c2ccc(S(=O)(=O)N(Cc3ccccc3)Cc3ccccc3)cn2)CC1,0.06,-0.6
COc1ccc(-c2cc3c(=O)n(CC(=O)Nc4cccc(Cl)c4)ncn3n2)cc1,0.44,-1.1
CSCCC(Nc1nc2ccccc2s1)C(=O)O (stereo not given),-2.5,-0.6
O=C(NCc1ccccc1)c1c[nH]c2ccc(S(=O)(=O)Nc3ccc4c(c3)OCCO4)cc2c1=O,1.7,-0.2
CCN(CC(=O)NCc1cccs1)C(=O)c1cccc(S(=O)(=O)Nc2ccccc2Cl)c1,-0.03,.
O=C(NCCCN1CCOCC1)c1sc2cc(F)ccc2c1Cl,0.02,1.3
COc1nc(OC)nc(Oc2ccc([N+](=O)[O-])cc2Cl)n1,0.22,0.3
Cc1cccc(NC(=S)NNC(=O)c2cc3c(s2)CCC(C)C3)c1C (stereo not given),1.3,5.3

# Reformatted: entries from further up.
SMILES: CCN1C(=O)CC(N2CCC(Cc3ccccc3)CC2)C1=O (stereo not given)
  Kir21 inh: -0.21
  STK33 kinase inh: 0.4
SMILES: Cc1cccc(NC(=S)NNC(=O)c2cc3c(s2)CCC(C)C3)c1C (stereo not given)
  Kir21 inh: 1.3
  STK33 kinase inh: 5.3
SMILES: CCOC(=O)N1CCN(c2ccc(S(=O)(=O)N(Cc3ccccc3)Cc3ccccc3)cn2)CC1
  Kir21 inh: 0.06
  STK33 kinase inh: -0.6
SMILES: Cc1c(C(=O)NCc2cccnc2)sc2nc(-c3ccccc3)cn12
  Kir21 inh: -0.03
  STK33 kinase inh: -0.6

# Next records follow:
SMILES,Kir21 inh,STK33 kinase inh
O=C(Cn1cnc2c(cnn2-c2ccccc2)c1=O)Nc1ccc(S(=O)(=O)N2CCOCC2)cc1,1.1,-1.0
COC(=O)c1[nH]c2ccc(C)cc2c1NC(=O)CN1CCN(c2ccc(F)cc2)CC1,-0.96,0.0
CCn1c(SCC(=O)Nc2nc3ccccc3s2)nnc1-c1ccc(OC)cc1,0.01,-1.3
O=C(NCc1ccccc1)[C@]1(C(F)(F)F)C[C@H](CCc2ccccc2)CCCO1,-1.5,-2.3
CCOC(=O)CCCCCC(=O)Nc1ccc2c(c1)CC(=O)N([C@H](C)CO)C[C@H](C)[C@H](CN(C)S(=O)(=O)c1ccc(OC)cc1)O2,.,0.2
CSCC(C)N1CCC(CO)(CCCc2ccccc2)CC1 (stereo not given),-0.72,-2.0
O=C(Oc1ccccc1)N1CCN(c2ccccc2F)CC1,-1.4,0.0
OCc1ccc(OCCCOc2cccc3cccnc23)cc1,-4,-0.7
O=C(c1ccccc1)c1nccn1-c1ccc(Cl)nn1,0.17,-0.6
CCCCCCC(CC(=O)NCc1cccnc1)CC(=O)NCc1cccnc1,-1.8,-1.6
Cc1ccc2c(C(=O)CN3CC(C)CC(C)C3)c(C)[nH]c2c1 (stereo not given),1.1,-0.6
CC(C)OC(=O)c1cc2c(ccn2C)n1CC(=O)N(Cc1ccccc1)c1ccc(F)cc1,0.93,-0.5
Cc1ccc(-c2csc(NC(=O)Cn3[nH]c(=O)c4ccccc4c3=O)n2)cc1,0.52,-1.0
Cc1nnc(SCC2=C(C(=O)O)N3C(=O)C(NC(=O)c4cccc(F)c4F)C3SC2)s1 (stereo not given),0.03,-1.8
CCCOC(=O)C1C2C=CC3(CN(c4ccc(Cl)c(F)c4)C(=O)C13)O2 (stereo not given),0.81,-1.1
Cc1ccc(S(=O)(=O)N2CCN(C(=O)COC(=O)C3(C)CC3(Cl)Cl)CC2)c(C)c1 (stereo not given),.,-1.9
C=C1CCN([C@@H](CC(C)C)C(=O)NCc2ccccc2)S(=O)(=O)c2ccccc21,-3.6,0.5
CCN(CC)S(=O)(=O)c1ccc(N2Cc3ccccc3C2=N)cc1,0.94,-1.0
NC(=O)c1cc(-c2ccccc2)nc2ccc(Br)cc12,0.77,2.1
COc1ccc(Cl)cc1NC(=O)CN1CCC(n2nnc3cc(F)ccc32)CC1,0.91,0.0

# Printed as active in Kir21 inh, of those listed so far:
SMILES,Kir21 inh,STK33 kinase inh
COc1ccc(CCNCc2c(-c3ccccc3)n(C)c3ccccc23)cc1,-11*,-0.3

# Seven entries drawn at random from those above:
SMILES,Kir21 inh,STK33 kinase inh
Cc1ccc(S(=O)(=O)N2CCN(C(=O)COC(=O)C3(C)CC3(Cl)Cl)CC2)c(C)c1 (stereo not given),.,-1.9
CC(C)OC(=O)c1cc2c(ccn2C)n1CC(=O)N(Cc1ccccc1)c1ccc(F)cc1,0.93,-0.5
O=C(Oc1ccccc1)N1CCN(c2ccccc2F)CC1,-1.4,0.0
OCc1ccc(OCCCOc2cccc3cccnc23)cc1,-4,-0.7
CSCC(C)N1CCC(CO)(CCCc2ccccc2)CC1 (stereo not given),-0.72,-2.0
Cc1ccc2c(C(=O)CN3CC(C)CC(C)C3)c(C)[nH]c2c1 (stereo not given),1.1,-0.6
O=C(c1ccccc1)c1nccn1-c1ccc(Cl)nn1,0.17,-0.6

# The listing continues.
SMILES,Kir21 inh,STK33 kinase inh
CC(=O)Nc1ccc(S(=O)(=O)NC(C)c2nc(-c3ccccc3)no2)cc1 (stereo not given),2,-0.7
O=C(CCNS(=O)(=O)c1ccccc1F)N1CCN(C(c2ccccc2)c2ccccc2)CC1,0.03,-0.2
c1csc(CN2CCN(Cc3cccs3)C2c2cccs2)c1,-0.65,1.3
CCCCOc1ccc(C(=O)OCC(=O)c2c(N)n(C)c(=O)n(C)c2=O)cc1,.,-1.2
Cc1ccc(OCc2nc(-c3ccccn3)no2)c(Br)c1,0.87,1.6
c1ccc(-c2cc(N3CCOCC3)nc3ccccc23)cc1,-0.88,-0.6
CCOC(=O)C(=NCCCN1CCOCC1)NNc1cccc(C(F)(F)F)c1,1.3,-2.3
CC1=C(C(=O)OCc2ccccc2)C(c2ccco2)n2ncnc2N1 (stereo not given),1.7,-0.5
Cc1ccccc1S(=O)(=O)Cc1ccc(C(=O)NCCc2ccccc2)o1,-0.79,0.3
COc1ccc(OC)c(S(=O)(=O)N2CCCCC2C(=O)O)c1 (stereo not given),0.39,-0.5
CNC(=S)N(Cc1ccc(OC)cc1)Cc1cc2ccc(C)cc2[nH]c1=O,-0.22,-2.9
CCCCN1c2ccccc2N(CCCO)c2cc(C)nnc21,-0.11,-2.2
O=C(c1ccccc1)N1CCN(C2C3CC4CC(C3)CC2C4)CC1 (stereo not given),-3.2,-0.8
COc1cccc(C(=O)NNC2=C(C(=O)C(F)(F)F)CCC2)c1,-2.6,-0.8
COc1cccc(C(=O)Nc2nc3c(c(=O)[nH]2)CCCC3)c1,-0.58,3.0
Cc1ccc(N(CC(=O)NC2CCCC2)C(=O)CCCC(=O)Nc2ccccn2)cc1C,0.78,0.1
Cc1cccc(C)c1NC(=O)c1cn(-c2ccccc2)nc1-c1ccccc1,0.73,-1.3
COC(=O)c1c(NC(=O)c2ccc(Br)s2)sc2c1CCC2,0.64,-0.7
CCCn1c(=N)n(CC(=O)c2cccs2)c2ccccc21,-0.41,-2.0
O=C1CC(N2CCN(CCc3ccccn3)CC2)C(=O)N1c1ccc(Cl)cc1 (stereo not given),0.02,-1.5
COC(=O)c1c(O)ccc(Oc2ccccc2)c1C(=O)OC,-0.51,0.1
COc1ccc(S(=O)(=O)Nc2nc3ccccc3s2)cc1OC,-1,-2.8
COc1cccc(NC(=O)CN(C)C(=O)c2cn(-c3ccccc3)nc2-c2cccnc2)c1,.,-2.0
CC1CCCCC1NC(=O)Cn1[nH]c(=O)c2ccccc2c1=O (stereo not given),1.3,1.4
O=Cc1cnc(N2CCCCC2)s1,2,-0.5
COc1cc(-c2nnc(SCc3c(F)cccc3Cl)o2)cc(OC)c1OC,-0.09,-1.8
O=C(CNC(=O)c1ccco1)Nc1cccc(Cl)c1,-0.75,-1.7
CCn1c(CCC(N)=O)nnc1SCC(=O)c1cc(C)n(C2CC2)c1C,.,-1.0
Cc1nnsc1Sc1ccccc1C(=O)O,1.9,-0.4
O=C1NC(=O)/C(=C\c2ccc(O)cc2O)S1,1.2,36*
O=C(CCCCCN1C(=O)c2ccccc2C1=O)Nc1ccccc1,1.4,0.3
COc1cccc(N(CC(=O)NCc2ccccc2)C(=O)CCC(=O)Nc2nccs2)c1,2.1,-1.2
CN(C)CC(=O)Nc1ccc(S(N)(=O)=O)cc1,0.64,-2.7
O=C(Cc1ccc(Cl)cc1)Nc1nc2ccccc2[nH]1,-2.1,0.9
